NOD1 NF-kB reporter: NOD1 signaling inhibitors, primary screen, cell-based, luminescence, uHTS (AID 1578); NOD1-driven NF-kB luciferase reporter cells, luminescence; higher % means a stronger effect; 290,000 tested, 1% active; inhibition, % at 4 µM, or EC50 in µM where a hit was titrated; in the data active means inhibition mostly above about 36%, no sharp cut-off; inactive means mostly below about 34%;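 further: HEK-293T reporter cells stimulated with the NOD1 agonist gamma-tri-DAP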
GPR55 LPI antagonism: inhibition of LPI-stimulated GPR55 beta-arrestin translocation – imaging, U2OS, beta-arrestin-GFP, LPI agonist, primary screen (AID 2013) | inhibition, % at 10 µM; hits with a dose series show IC50 in µM | U2OS GPR55 beta-arrestin-GFP translocation imaging, LPI antagonism; higher % means a stronger effect | 290,000 tested, 0.13% active;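 active means spots per cell inhibited over 60%, with over 100 cells counted and total cytoplasm intensity under 500,000; inconclusive means wells with under 100 cells, flagged as likely toxic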;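 further: U2OS cells stably carrying GPR55 and arrestin-GFP stimulated by 5 µM LPI near EC80; imaged beta-arrestin-GFP aggregate spots per cell after agonist stimulation; plate controls were LPI-stimulated DMSO wells for no effect and DMSO wells without LPI for full effect; some results filed as inactive read as strong as hits; confirmed hits need IC50 under 10 µM and bright autofluorescent wells are also inconclusive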
GPR55 beta-arrestin: selective activators of receptor GPR55 – imaging, U2OS cells, beta-arrestin-GFP redistribution, primary screen (AID 1961); activation, % at 10 µM; hits with a dose series show EC50 in µM; 290,000 tested, 0.048% active; U2OS GPR55 beta-arrestin-GFP redistribution imaging; higher % means a stronger effect;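 active means activation above 40% with more than 50 cells counted in the well; inconclusive means wells holding fewer than 50 cells, flagged as toxic or sparse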;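 further: U2OS osteosarcoma cells stably expressing GPR55 and beta-arrestin-GFP; plate controls were DMSO negative control for no effect and LPI positive control for full effect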
Myeloid diff 2: compounds promoting myeloid differentiation; calls only at 10 µM; ER-HoxA9 myeloid progenitors, lysozyme-GFP differentiation, flow cytometry; AID 624256; 360,000 tested, 1% active;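 active means normalized GFP-positive differentiation at or above the plate's own cutoff, the solvent-only control mean plus 3 SD; inconclusive means no clear call, values can overlap the other calls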;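 further: cells exposed to compound for four days before flow analysis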
GPR35 arrestin U2OS: inhibition of zaprinast-stimulated GPR35 beta-arrestin translocation – imaging, U2OS, beta-arrestin-GFP, zaprinast agonist, primary screen (AID 2058) | U2OS GPR35 beta-arrestin-GFP translocation imaging, zaprinast antagonism; higher % means a stronger effect | 290,000 tested, 0.052% active | inhibition, % at 10 µM; hits with a dose series show IC50 in µM;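 active means inhibition of at least 50% with at least 30 cells and total cytoplasm GFP at most 10,000,000; inconclusive means under 30 cells or total GFP of 10,000,000 plus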
KOR beta-arrestin-1: KOR antagonists, beta-arrestin recruitment, cell-based, luminescence, uHTS (AID 1778). 290,000 tested, 0.091% active. KOR beta-arrestin recruitment, luminescence, antagonist mode; higher % means a stronger effect. inhibition, % at 10 µM, or IC50 in µM where a hit was titrated; further: strong numbers were not always called active
HEK293 NOD2/NF-kB: NOD2 signaling inhibitors, cell-based, luminescence, uHTS, HEK293 (AID 1566). inhibition, % at 4 µM; hits with a dose series show EC50 in µM. HEK293 NOD2/NF-kB luciferase reporter, luminescence; higher % means a stronger effect. 290,000 tested, 0.63% active; further: many of its hits are not listed in these tables
HIV peptide binding: cell-free HIV fusion peptide-binding blockers – biochemical, uHTS, fluorescence dequenching, primary screen (AID 1986); 290,000 tested, 0.3% active; cell-free peptide binding, fluorescence dequenching, 30 min; higher % means a stronger effect; inhibition, % at 20 µM; hits with a dose series show IC50 in µM; in the data active means inhibition mostly above about 52%, no sharp cut-off; inactive means mostly below about 76%; further: some results filed as inactive read as strong as hits
KOR beta-arrestin-2: KOR agonists, beta-arrestin recruitment, primary screen, cell-based, luminescence, uHTS (AID 1777) | KOR beta-arrestin recruitment, luminescence; higher % means a stronger effect | activation, % at 10 µM, or EC50 in µM where a hit was titrated | 280,000 tested, 0.02% active; in the data active means activation above about 50%, passing the limit was not always enough; further: a part of the inactive calls stands beside numbers as strong as those of hits
Myeloid diff 2 GFP+ MAC1+ %: second read-out of Myeloid diff 2, no call of its own (marks repeat the call); GFP+ MAC1+ double positive, %; measured here: differentiation confirmed by MAC1 staining
Numbers without * were called inactive; i = inactive; u = inconclusive; x = not tested or not shown; [ ] = another dose, or the depositor's remark. Unless noted, no stated cut-off is given here; in the data, active means inhibition above about 50%; inactive means the rest. Not all compounds are listed, so the mix of outcomes need not match the whole.

SMILES	NOD1 NF-kB reporter	GPR55 LPI antagonism	GPR55 beta-arrestin	Myeloid diff 2	Myeloid diff 2 GFP+ MAC1+ %	GPR35 arrestin U2OS	KOR beta-arrestin-1	HEK293 NOD2/NF-kB	HIV peptide binding	KOR beta-arrestin-2
Cc1ccc(CCC(=O)Nc2ncc(Cc3cccc(Cl)c3Cl)s2)o1	-8%	-22%	-0.3%	u	x	1%	-32%	-40%	-0.3%	2.9%
Cc1ccc(/C=N/NC(=O)C(NC(=O)c2ccccc2)c2n[nH]c(=O)c3ccccc23)cc1 (stereo unspecified)	-44%	32%	-0.1%	i	0.6	-13%	-2%	-35%	-0.5%	-1.7%
O=c1[nH]c2ccccc2cc1CN(CC1CCCO1)S(=O)(=O)c1ccccc1 (stereo unspecified)	-9%	1%	0.0%	i	2.3	0%	34%	6%	2.0%	0.7%
Cc1cc(C)n2nc(C(=O)Nc3ccc4c(c3)CCC4)nc2n1	-45%	7%	-0.2%	i	0.5	-2%	-11%	-25%	0.6%	2.2%
NC(=O)C1CCN(C(=S)NC2CC3C=CC2C3)CC1 (stereo unspecified)	-7%	10%	0.0%	i	0.6	4%	-4%	0%	-0.4%	0.8%
CC(C)N1C2OC(C3OC4C(O3)N(C(C)C)S(=O)(=O)N4C(C)C)OC2N(C(C)C)S1(=O)=O (stereo unspecified)	-6%	0%	-0.1%	i	2.2	1%	-3%	15%	2.1%	4.5%
CCOC(=O)c1c(NC(=O)C2=C(C)NC(=S)NC2c2ccc(CC)cc2)sc(C)c1C (stereo unspecified)	0%	1.6µM*	-0.2%	x	x	-4%	2%	-5%	4.5%	2.2%
Cc1cccc(C(=O)Nc2ccc(C(=O)Nc3ccc(O)cc3)cc2)c1	-22%	8%	-0.1%	i	6.6	9%	-17%	-29%	-0.7%	4.3%
O=C(O)c1ccc(NS(=O)(=O)c2ccc3c(c2)OCCCO3)cc1	-49%	2%	-0.4%	i	0.8	-6%	16%	0%	-0.9%	-1.3%
COC(=O)c1c(NC(=O)Cc2ccccc2)sc(C)c1C	-8%	7%	-0.1%	i	1.3	0%	-22%	8%	-0.9%	-3.0%
N#Cc1ccc(-c2nc3ccccc3c(=O)n2O)cc1	13%	-7%	-0.1%	i	0.2	3%	-8%	-6%	0.0%	5.4%
O=S(=O)(NCc1ccccn1)c1cccc2nsnc12	-14%	-2%	-0.2%	i	1.9	-5%	-73%	2%	-0.4%	2.9%
CC12CCC(C(=O)N(Cc3ccccc3)Cc3ccccc3)(OC1=O)C2(C)C (stereo unspecified)	-10%	3%	-0.1%	i	0.9	18%	-30%	18%	3.6%	3.9%
O=C(CN1C(=O)COc2ccccc21)N1CCCC1	24%	1%	0.5%	i	0.7	15%	-27%[20 µM]	0%	-2.3%	-1.7%
CC(=O)c1ccc(NC(=O)c2ccc([N+](=O)[O-])o2)cc1	31%	-4%	0.7%	u	x	4%	-2%	18%	1.6%	2.0%
CCOc1ccc(N(C)S(=O)(=O)c2ccc(-c3cc(C)no3)s2)cc1	11%	-10%	-0.2%	u	x	-13%	-70%	-6%	0.0%	-1.5%
NC(=O)[C@@H]1CCCNc2c(F)cc([N+](=O)[O-])cc2C(=O)N[C@@H](CCC(=O)O)C(=O)N[C@@H](CO)C(=O)N1	-44%	-1%	1.1%	i	0.4	-2%	-36%	-26%	3.6%	1.3%
CC(Sc1nnc2ccccn12)C(N)=O (stereo unspecified)	-23%	1%	-0.7%	i	0.3	6%	-24%	11%	-1.0%	-1.4%
Cc1c(C)n(CCc2ccccc2)c2ncnc(NN)c12	10%	4%	-0.1%	i	0.4	-8%	2%	12%	-1.3%	3.5%
COc1ccc(CC(=O)NC2CCCc3ccccc32)cc1 (stereo unspecified)	-21%	18%	-0.4%	i	0.6	3%	1%	14%	2.2%	-8.9%
CCC1=C(OC(=O)N(CC)CC)N2C(=O)OC(=NCC(=O)OC)[C@]2(C)[C@H]2C1=CC[C@H]1C(=O)NC(=O)[C@H]12	-10%	7%	0.6%	i	0.8	11%	18%	-9%	0.4%	2.8%
Cc1nc(NC(=O)CC(C)C)sc1-c1csc(Nc2ccc(Cl)cc2Cl)n1	-6%	-14%	-0.1%	i	0.7	-4%	-19%	2%	0.5%	5.7%
CN(C)CCCN1C(=O)C(=O)/C(=C(/O)c2ccc(OCc3ccccc3)cc2)C1c1cccnc1 (stereo unspecified)	-12%	-6%	-0.3%	x	x	0%	24%	-6%	-2.0%	2.8%
Brc1ccc(C2=Nn3cnnc3SC2)cc1	-20%	-15%	-0.1%	i	0.6	-2%	-22%[20 µM]	12%	-0.4%	7.9%
CCN(CC)c1ccc2c(cc1=O)[C@@H](NC)CCc1cc(OC)c(OC)c(OC)c1-2	8%	-12%	-0.3%	x	x	-2%	-102%	4%	-1.5%	2.0%
CCN1CCN(CC(O)COCc2ccccc2)CC1 (stereo unspecified)	1%	-15%	-0.1%	i	0.4	8%	-21%	-8%	-2.5%	2.7%
CCNC(=O)C1Cc2cc(S(=O)(=O)N3CCCC3)ccc2N1C(C)=O (stereo unspecified)	-27%	10%	0.1%	i	3.2	-6%	1%	13%	-1.3%	-3.3%
FC(F)(F)c1cc(CCN2C(=S)NC[C@@H]2Cc2ccccc2)cc(C(F)(F)F)c1	6%	2%	0.7%	i	1.9	-10%	-18%	8%	1.3%	3.4%
COc1ccc(S(=O)(=O)N2CCC(C(=O)Oc3c(OC)cccc3OC)CC2)cc1OC	10%	3%	-0.2%	u	x	5%	-44%	12%	0.0%	4.5%
COc1ccccc1NC(=O)c1ccc2c(c1)CCN2S(C)(=O)=O	-25%	-20%	-0.1%	i	0.6	4%	-14%[20 µM]	15%	0.7%	-3.5%
CN=c1scc(-c2ccc(F)cc2)n1/N=C/c1ccc(O)c(O)c1	-31%	-14%	-0.3%	i	0.1	-10%	-29%	-31%	8.0%	-1.2%
O=C(O)C1=NOC(CNc2ncc(C(F)(F)F)cc2Cl)C1 (stereo unspecified)	-17%	-20%	-0.1%	i	0.2	-1%	-56%[20 µM]	4%	1.3%	2.3%
COc1ccccc1N(CC(=O)NC(C)(C)C)C(=O)CCC(=O)Nc1nccs1	-22%	6%	0.5%	i	0.2	-3%	-10%[20 µM]	0%	0.6%	-1.7%
CN(CCCCN1CCOCC1)Cc1nc(-c2ccc3c(c2)OCO3)no1	-46%	-2%	0.1%	i	0.2	-2%	-17%	-24%	-1.1%	3.0%
CC(=O)Nc1ccc(NC(=O)c2nc(-c3ccccc3)oc2C)cc1	-26%	11%	-0.1%	i	0.1	12%	9%	7%	0.3%	1.9%
CN(CC(=O)NCCc1ccc(F)cc1)Cc1ccccc1	10%	-3%	-0.3%	i	1.1	6%	13%	-30%	-2.0%	-2.7%
COC(=O)CCC(=O)Nc1cccc(Cl)c1	-45%	2%	-0.1%	i	1.4	-20%	20%	-7%	1.0%	3.0%
C/C(CC(C)(C)C1CCCCC1)=N\NC(N)=S	-30%	-1%	0.0%	x	x	6%	-2%	-27%	-1.4%	-3.9%
CC12CC3(C)CC(C)(C1)CC(C(=O)NC(=S)NC(C)(C)C)(C2)C3	39%	2%	0.3%	i	0.4	3%	-5%	-3%	-2.4%	-1.4%
CC(=O)CCc1ccc(Oc2nc(-c3cccnc3)nc3ccccc23)cc1	-13%	30%	-0.4%	i	0.2	-11%	-10%	22%	1.7%	-8.1%
CCSc1nc2ccccc2n1CC(N)=O	-26%	17%	-0.3%	i	6.5	-2%	x	9%	2.8%	x
FC(F)Oc1ccccc1NC(=S)NCc1ccco1	-14%	11%	-0.5%	i	2.2	0%	2%	3%	4.5%	-5.6%
O=C1CC(c2ccccc2)Cc2nc3ncnn3cc21 (stereo unspecified)	22%	-10%	-0.1%	i	5.3	2%	-54%	-15%	-0.8%	4.4%
COC(=O)c1nnn(CC(=O)Nc2ccc(C)c(F)c2)c1C(=O)OC	-2%	-6%	0.3%	i	2.0	1%	-51%	-1%	1.2%	1.2%
CCC(C)c1ccc(OCCCCN2CCOCC2)cc1 (stereo unspecified)	15%	-11%	0.4%	i	0.5	7%	8%	19%	0.1%	0.0%
Cc1ccc2cc(CN(c3cccc(C)c3C)S(=O)(=O)c3ccccc3)c(=O)[nH]c2c1	-31%	-8%	0.1%	u	x	2%	-23%	7%	-0.6%	0.4%
Cc1c(C(=O)N(C)C)sc2nc(-c3ccccn3)[nH]c(=O)c12	-28%	6%	0.3%	i	0.9	14%	-14%	8%	-0.2%	0.7%
CCOC(=O)CSc1nnc(CSc2nc3sc4c(c3c(=O)[nH]2)CCC4)n1-c1ccccc1	-8%	6%	-0.1%	i	0.6	1%	-9%	11%	6.6%	-1.4%
CCNc1nc(=S)nc(NCc2ccccc2)[nH]1	-30%	3%	-0.3%	x	x	-2%	-19%	-16%	-1.1%	6.9%
CC(C)CCNc1ncnc2c1nnn2Cc1ccccc1Cl	3%	-3%	-0.5%	i	15	-8%	29%	12%	-0.9%	3.0%
CCCSc1nc2cc(S(=O)(=O)N3CCOCC3)ccc2n1CC	-21%	16%	0.2%	i	1.3	-4%	23%	9%	1.4%	0.8%
COC(=O)CNC(=O)C1CC(=O)N(CCc2ccc(F)cc2)C1 (stereo unspecified)	-22%	9%	-0.1%	i	1.0	6%	-32%[20 µM]	15%	0.2%	-1.2%
Cc1cccc(NC(=O)C2CCCN(S(=O)(=O)c3cccc4cccnc34)C2)c1 (stereo unspecified)	14%	18%	0.8%	i	2.5	6%	24%	6%	4.0%	-10%
Cc1ccc2nc(Cl)c(/C=N/NC(=O)c3ccccc3O)cc2c1	-11%	1%	0.3%	i	0.6	-9%	46%	8%	19%	1.8%
O=C(COC(=O)C12CC3CC(CC(O)(C3)C1)C2)Nc1ccccc1OC(F)F	15%	-1%	0.6%	i	1.0	-17%	10%	6%	-2.3%	-7.6%
Cc1ccc2nc(Cl)c(C3CC(c4ccco4)=NN3S(C)(=O)=O)cc2c1 (stereo unspecified)	-11%	1%	-0.3%	i	0.7	4%	13%	9%	11%	3.5%

From PubChem
